Screening data (PubChem)
ATXN viability – Viability Counterscreen for Primary qHTS for Inhibitors of ATXN expression; Potency, µM (top dose mostly 56.7 µM), hits mostly cytotoxic; 400,000 tested, 0.49% active; S2 cells (HEK-293 line with an ATXN2-luciferase reporter) viability, CellTiter-Fluor protease fluorescence, 24 h; note: potency is the fitted concentration of half-maximal effect; nearly all actives have a fitted effect of over 40% in size
A549 viability – Nrf2 qHTS screen for inhibitors: counterscreen for cytotoxicity; AID 504648, 2011; A549 ARE-Fluc cells, CellTiter-Fluor viability, 18-24 h; 390,000 tested, 0.16% active; Potency, µM (top dose mostly 46 µM), inactives show top-dose activity change, negative = cytotoxicity, most hits filed as inhibitors; note: potency is the fitted concentration of half-maximal effect; % is set by controls: 0 for no effect and ±100 for the full control effect
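A549 ARE_Fluc cells in 5% FBS OPTI-MEM were exposed to compounds in concentration-response for 18-24 h at 37 deg C. Viability was read by CellTiter-Fluor fluorescence (Ex 405/Em 525) after 30 min, before the luciferase read.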
ATXN2 expr inh – Primary qHTS for Inhibitors of ATXN expression; HEK-293 ATXN2-luciferase reporter, luminescence, 24 h; Potency, µM (highest dose often 57 µM), for inactives: at the top dose activity change, negative = inhibition, hits mostly inhibitors; 360,000 tested, 0.72% active; AID 1745845, 2022; note: potency is the fitted concentration of half-maximal effect; % is set by controls: 0 for no effect and ±100 for the full control effect; nearly all actives have a fitted effect of over 55% in size
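qHTS (up to 57 uM final) was run with 24 h compound exposure of reporter cells at 37 °C. Each well was multiplexed: SteadyGlo luminescence measured ATXN2-luciferase expression after a fluorogenic Gly-Phe-AFC viability readout (25 uM final).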
Nrf2 ARE act – qHTS of Nrf2 Activators; Potency, µM (series often up to 46.1 µM), without a hit: at the highest dose activation, usual class: activators; AREc32 ARE-luciferase reporter (MCF7-derived line), luminescence, 24 h; 410,000 tested, 0.31% active; AID 624171, 2012; note: potency is the fitted concentration of half-maximal effect; % of control where 0% means no effect; nearly all actives have a fitted effect of over 65% in size
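Each well held 1000 AREc32 cells, which were incubated with compound for 24 hr at 37 deg C after overnight attachment, and ARE reporter activity was quantified by firefly luciferase luminescence.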
IL-2 act – qHTS of IL-2 Activators; IL-2 activation reporter assay, cell-based qHTS; stimulated with anti-CD3/CD4/CD28 beads; in transgenic mouse T cells; activation, % (series mostly up to about 46 µM); 360,000 tested, 0.065% active; AID 652025, 2013; in the data active = activation above about 50%; inconclusive = mostly about 30% to 49%; note: 0% is about no effect
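Quantitative HTS in unstimulated transgenic mouse T cells, with memory T cells as non-tolerant control and PMA/ionomycin as tolerance-bypass control. Compound pretreatment lasted 60 minutes before 18 h bead stimulation; EGFP/DsRed fluorescence read.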
HepG2 tox – qHTS for Inhibitors of TGF-b: Cytotox Counterscreen; HepG2 CAGA-GFP viability, ATP luminescence, 18 h; 410,000 tested, 0.76% active; Potency, µM (highest dose often 46.1 µM), without a hit: at the highest dose activity change, negative = cytotoxicity, hits mostly cytotoxic; AID 588856, 2011; note: potency is the fitted concentration of half-maximal effect; some results filed as inactive show a strong effect at the top dose
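CellTiter-Glo luminescence gave cytotoxicity after 18 hours at 37 degrees C. The cells were HepG2 CAGA-GFP in 1% FBS DMEM, stimulated with 500 pg/mL TGF-beta after compound addition. %Activity was normalised to no-cell wells (complete cell-killing) and DMSO (no toxicity), and curves were fitted and classified.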
Nrf2 inh – Nrf2 qHTS screen for inhibitors. A549 ARE-Fluc reporter, luciferase luminescence, 18-24 h. Potency, µM (top dose mostly 46 µM), for the others: top-dose activity change, negative = inhibition, usual class: inhibitors. 360,000 tested, 2.1% active; note: potency is the fitted concentration of half-maximal effect; % is set by controls: 0 for no effect and ±100 for the full control effect; nearly all actives have a fitted effect of over 60% in size
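Nrf2 function is reported as luminescence of an ARE-controlled luciferase in A549 cells. Compounds were tested at several concentrations, and a CellTiter-Fluor read on the same wells flagged cytotoxicity.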
EPAC2 agonist – qHTS for Agonist of cAMP-regulated guanine nucleotide exchange factor 4 (EPAC2): primary screen; Rap guanine nucleotide exchange factor 4 (Homo sapiens), Q8WZA2; EPAC2 activation, biochemical qHTS; response scale: 100% = 6.5 mM cAMP response; Potency, µM (doses to about 154 µM), for inactives: at the highest dose activation, most hits filed as activators; 360,000 tested, 0.079% active; AID 720711, 2013; note: potency is the fitted concentration of half-maximal effect; nearly all actives have a fitted effect of over 50% in size
Target sequence (Q8WZA2 whole entry, looked up): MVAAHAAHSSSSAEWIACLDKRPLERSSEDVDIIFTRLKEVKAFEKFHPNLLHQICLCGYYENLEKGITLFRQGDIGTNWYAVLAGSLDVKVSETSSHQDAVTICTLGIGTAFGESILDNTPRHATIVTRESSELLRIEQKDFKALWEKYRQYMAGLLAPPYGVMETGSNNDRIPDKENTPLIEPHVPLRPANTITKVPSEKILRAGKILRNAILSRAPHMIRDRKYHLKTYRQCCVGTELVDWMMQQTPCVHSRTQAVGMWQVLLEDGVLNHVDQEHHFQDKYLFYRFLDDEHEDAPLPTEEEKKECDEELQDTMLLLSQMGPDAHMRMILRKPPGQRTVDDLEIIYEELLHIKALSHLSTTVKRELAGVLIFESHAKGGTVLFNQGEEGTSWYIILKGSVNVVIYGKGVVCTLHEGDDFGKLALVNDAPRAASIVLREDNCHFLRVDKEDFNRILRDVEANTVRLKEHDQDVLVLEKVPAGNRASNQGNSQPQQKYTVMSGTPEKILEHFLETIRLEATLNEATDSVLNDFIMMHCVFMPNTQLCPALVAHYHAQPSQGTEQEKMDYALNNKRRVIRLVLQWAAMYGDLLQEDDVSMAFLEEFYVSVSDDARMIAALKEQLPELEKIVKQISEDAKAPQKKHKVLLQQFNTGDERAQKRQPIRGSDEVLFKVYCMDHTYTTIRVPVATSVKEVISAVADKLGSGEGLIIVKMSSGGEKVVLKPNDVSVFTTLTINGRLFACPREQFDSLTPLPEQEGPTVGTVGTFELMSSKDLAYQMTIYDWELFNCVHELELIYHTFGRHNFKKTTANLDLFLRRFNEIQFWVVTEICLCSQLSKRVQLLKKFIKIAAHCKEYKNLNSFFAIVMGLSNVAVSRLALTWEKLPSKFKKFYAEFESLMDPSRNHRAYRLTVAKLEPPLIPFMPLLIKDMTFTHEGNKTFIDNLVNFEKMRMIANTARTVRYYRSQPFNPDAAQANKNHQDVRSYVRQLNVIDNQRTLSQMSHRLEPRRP
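Guanine nucleotide exchange by EPAC2 is measured as reduced fluorescence of BODIPY-GDP once it is released from 250 nM Rap1B. Plates are read kinetically for 30 min at room temperature; results are scaled to 6.5 mM cAMP.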
TGFb SMAD3 inh – qHTS for Inhibitors of TGF-b. Potency, µM (titrated, usually from 46.1 µM), without a hit: top-dose activity, negative = inhibition, most hits filed as inhibitors. 410,000 tested, 1.2% active. HepG2 CAGA-GFP TGF-b/SMAD3 reporter, GFP fluorescence, 18 h; TGF-beta stimulated, 500 pg/mL final. AID 588855, 2011; note: potency is the fitted concentration of half-maximal effect; % is set by controls: 0 for no effect and ±100 for the full control effect; nearly all actives have a fitted effect of over 65% in size
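GFP signal (ex488/em500-530) from TGF-beta-stimulated HEPG2 CAGA-GFP cells, 500 pg/mL final, 18 h at 37 degrees C in DMEM plus 1% FBS, normalized to unstimulated and DMSO-stimulated controls.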
* hit, by the source's call; i = inactive; ? = inconclusive; . = no result given; & = joins results of further samples; [ ] = dose if it differs, or a comment. Unless noted, calls come from the whole dose curve; as a rule, active = well fitted curve in the direction sought with a large enough effect; inconclusive = small, poorly fitted or top-dose-only effect, or another doubt; inactive = no such curve, though single readings can be large; an effect the other way counts as inactive or inconclusive.

SMILES	ATXN viability	A549 viability	ATXN2 expr inh	Nrf2 ARE act	IL-2 act	HepG2 tox	Nrf2 inh	EPAC2 agonist	TGFb SMAD3 inh
CCOC(=O)c1sc(NC(=O)c2cc3nc(-c4ccc(Br)cc4)cc(C(F)(F)F)n3n2)c(C(=O)OCC)c1C	.	6%	.	-1.1%	.	-19%	.	.	?
COc1cc2c(cc1OC)C(c1ccccc1OC(C)C)CC(=O)N2 (centres undefined)	i	-1%	3%	-0.1%	-2.4	2%	?	-1%	8%
CCCCn1c(N)c(N(CCOC)C(=O)COC(=O)c2ccccc2NCCO)c(=O)[nH]c1=O	i	4%	3%	0.2%	0.7	-10%	4%	6%	-3%
O=C(Nc1cccc(O)c1)C(=O)Nc1ccccn1	i	6%	-23%	0.3%	2.9	-60%	?	8%	-12%
Cn1c(NCc2ccncc2)nc2cc(-c3ccsc3)sc2c1=O	i	.	1%	35%	0.2	1%	.	-6%	?
O=C(NCC1OCCc2ccccc21)c1ccco1 (centres undefined)	i	4%	6%	11µM*	-0.2	-14%	?	11%	-10%
CCN(CC)S(=O)(=O)c1ccc(C)c(NC(=O)CSc2nnnn2C)c1	i	-4%	-2%	-0.3%	-0.8	-37%	13%	-13%	17%
COc1ccc(-n2c(=O)c(CCC(=O)NCCc3ccccc3F)nc3ccccc32)cc1	.	-9%	.	-0.7%	-0.6	13%	?	1%	?
Cn1c(Nc2ccc(Cl)cc2)cc(=O)n(C)c1=O	i	5%&-5%	3%	-0.2%[9.22 µM]	-4.7	4%&4%	-24%&-1%	5%	1%&1%
CC(=O)Nc1ccc(NC(=O)CCCSc2nc3ccccc3[nH]2)cc1	i	1%	3%	-0.2%	0.8	-28%	8%	13%	-13%
COc1cc(S(=O)(=O)N2CCOCC2)ccc1NC(=O)CN1c2cccc3cccc(c23)S1(=O)=O	i	5%	-1%	-0.6%	-3.7	23%	-4%	4%	34%[activator]
COc1ccc(Cl)cc1NC(=O)C/C(C)=N/NC(=O)c1ccc(O)cc1	i	-4%	-4%	12%	0.4	3%	1%	3%	?
CC(C)(C)c1ccc(CC(=O)N2CCC2(C)C(=O)NCc2cccs2)cc1 (centres undefined)	i	.	0%	-0.3%	-0.7	-14%	.	-9%	-29%
Cc1ccccc1NC(=O)c1c(C)oc2ccc(O)c(CN3CCOCC3)c12	?	-3%	-29%	6.2%	.	-44%	2%	.	?
Cc1ccc(NC(=O)CCc2ccc(C)o2)cc1	i	4%	9%	0.4%[9.22 µM]	0.6	1%	11%	3%	1%

Look-ups from above:
Entry for `CCCCn1c(N)c(N(CCOC)C(=O)COC(=O)c2ccccc2NCCO)c(=O)[nH]c1=O` in EPAC2 agonist: 6%
Entry for `Cn1c(NCc2ccncc2)nc2cc(-c3ccsc3)sc2c1=O` in EPAC2 agonist: -6%

The main list resumes; the five compounds before the break are reprinted first.
SMILES	ATXN viability	A549 viability	ATXN2 expr inh	Nrf2 ARE act	IL-2 act	HepG2 tox	Nrf2 inh	EPAC2 agonist	TGFb SMAD3 inh
COc1cc(S(=O)(=O)N2CCOCC2)ccc1NC(=O)CN1c2cccc3cccc(c23)S1(=O)=O	i	5%	-1%	-0.6%	-3.7	23%	-4%	4%	34%[activator]
COc1ccc(Cl)cc1NC(=O)C/C(C)=N/NC(=O)c1ccc(O)cc1	i	-4%	-4%	12%	0.4	3%	1%	3%	?
CC(C)(C)c1ccc(CC(=O)N2CCC2(C)C(=O)NCc2cccs2)cc1 (centres undefined)	i	.	0%	-0.3%	-0.7	-14%	.	-9%	-29%
Cc1ccccc1NC(=O)c1c(C)oc2ccc(O)c(CN3CCOCC3)c12	?	-3%	-29%	6.2%	.	-44%	2%	.	?
Cc1ccc(NC(=O)CCc2ccc(C)o2)cc1	i	4%	9%	0.4%[9.22 µM]	0.6	1%	11%	3%	1%
CCN1CCN(C(=O)/C=C\C(=O)O)CC1	i	-6%	-8%	-0.8%	2.4	-13%	-6%	-4%	12%
OCCC1CN(Cc2ccc3ncccc3c2)CCN1Cc1ccccc1 (centres undefined)	i	-12%	-3%	-0.5%	1.3	-11%	-6%	5%	3%
Cc1nc2ccccc2c2oc(C(=O)N3CCC(N4CCCCC4)CC3)cc12	.	-11%	-15%	13%	-1.8	-7%	-8%	18%	14%
O=C(CSc1nc(-c2ccccc2)no1)N1CCN(c2ccc(F)cc2)CC1	i	2%	1%	0.6%	.	-4%	19%	.	-14%
O=C(c1ccco1)N1CCN(S(=O)(=O)c2ccc(C3CCCCC3)cc2)CC1	i	-1%	-12%	-1.1%	16	-16%	-25%	-1%	-5%
CC(C)N1CCN(Cc2cnc(-c3ccccc3)s2)CC1CCO (centres undefined)	i	-11%	-1%	0.6%	-3.0	-7%	7%	10%	-14%
Cc1cc(C)c(NC(=S)NC(=O)c2ccccc2)cc1C	?	.	.	14%	-4.0	-17%	.	0%	-11%
CCN(CC)c1ccc(NC(=O)Cn2c(C(C)NC(=O)c3ccc(C)cc3)nc3ccccc32)cc1 (centres undefined)	i	4%	4%	0.8%	2.0	5%	17%	-24%	5%
CCOC(=O)c1[nH]c(C)c(C(=O)/C=C/c2ccc(C(=O)O)cc2)c1C	i	-15%	21%	?	-0.2	27%	?	-2%	8%
CCCN1CCC(NCc2cn(C)nc2-c2ccc(Oc3ccccc3)cc2)CC1	?	-9%	.	-2.7%	-0.6	1.3µM*	-13%	3%	?
Cc1ccc2ccccc2c1C(O)c1ncc(-c2cccc(F)c2)[nH]1 (centres undefined)	i	.	0%	3.9%	-0.3	-15%	.	0%	-10%
COc1ccc(C2/C=C\CN(C(=O)c3ccccc3)CC(=O)N2Cc2ccc(F)cc2)cc1 (centres undefined)	i	-4%&-1%	4%	-1.0%	0.0	-22%&-2%	21%&7%	2%	-19%&-7%
C#CCNC(=O)C1=C[C@@H](c2ccc(C#C)cc2)C[C@@H](OCCCCO)O1	i	2%	10%	1.0%	0.2	-16%	11%	2%	1%
CCOC(=O)Cn1nc(-c2ccccc2)c2cnc3ccc(CC)cc3c21	i	0%	-17%	-0.4%	-3.6	10%	0%	-1%	2%
CCOC(=O)C1CCN(C(=O)/C=C/c2ccc(S(=O)(=O)N3CCOCC3)cc2)CC1	i	0%	-5%	-0.7%	-0.7	-6%	-8%	3%	-14%
O=S(=O)(NNc1ccc(Cl)nn1)c1ccc(F)cc1	i	3%	15%	5.6%	-0.6	8%	1%	2%	5%
COc1ccc(CCNCC(O)c2ccccc2)cc1 (centres undefined)	i	7%	?	0.0%	0.8	-1%	4%	-5%	3%
Cc1ccc(CNC(=O)CNC(=O)[C@@H]2Cc3ccccc3CN2C(=O)OC(C)(C)C)cc1	i	-1%	4%	-0.5%	1.3	-3%	-16%	-5%	2%
Cc1ccc(/C(O)=C/c2nc3ccccc3oc2=O)cc1	i	-9%	-5%	13µM*	-0.4	-2%	-18%	22%	?
COc1cc(NC(=O)c2c(-c3ccc(C)cc3)nnc3ccccc23)cc(OC)c1OC	.	11%	.	2.5%	.	-23%	?	.	0%
COc1cccc2[nH]c(C(=O)NCCCN3CCCC3=O)cc12	.	-6%	.	0.1%	1.3	-10%	9%	9%	30%[activator]
CCCN1CNc2c(c(=O)[nH]c(=S)n2CCc2ccccc2)C1	.	1%	22%	2.3%	-2.2	-26%	-14%	0%	-3%
Cc1nn(CC(=O)NCCCN2CCCC2=O)c(C)c1[N+](=O)[O-]	i	0%	24%	-0.1%	0.5	-1%	-21%	4%	12%
Cc1cc(C)c(NS(=O)(=O)c2ccc3c(c2)NC(=O)C(C)C(=O)N3)c(C)c1 (centres undefined)	i	-7%	-27%	0.1%	-3.3	-28%	-18%	7%	-9%
CCCNS(=O)(=O)c1cc(Br)cc2c1N(C(=O)CC)CC2	i	19%	12%	-0.2%	-2.5	-12%	2%	-4%	-14%
CCc1ccc(NC(=O)C2CCCN2S(=O)(=O)c2ccc3nc(-c4ccccc4)[nH]c3c2)cc1 (centres undefined)	.	-13%	.	5.6%	.	-34%	?	.	?
O=S(=O)(c1cccc(-c2nnco2)c1)N1CCCC1	i	-1%	-1%	0.3%	-2.1	12%	27%	3%	20%
Cc1[nH]c2ccccc2c1/C=C/c1cc[n+](C)cc1	i	8.2µM*	-15%	-0.6%	192*	0%	2.1µM*	16%	92%[activator]
Cc1nc(CS(=O)(=O)c2ccccc2)cc(Sc2ccccc2Cl)n1	i	-14%	77%[activator]	4.5%	0.7	2%	.	5%	12%
O=C(NCCCn1ccnc1)c1nc(Cn2cc(Br)cn2)no1	i	7%	-1%	-0.5%	-3.5	-2%	7%	4%	-2%
Cn1c(=Nc2ccc(N3CCOCC3)cc2)ccc2ccccc21	i	2%	-15%	-0.5%	0.1	0%	4%	4%	6%
Cn1c(=O)c2cc(NC(=O)NCc3ccccc3)ccc2n1Cc1cccc(C(F)(F)F)c1	i	.	-15%	1.9%	-0.6	-26%	.	-6%	-11%
Cc1cccc(CSc2nc3c(c(=O)[nH]2)CCC3)c1	i	-1%&1%	0%&3%	18%&22%	1.7	2%&-23%	-13%&-9%	6%	?
O=C(Cn1nnc(-c2ccccc2)n1)N1CCCCC1	i	0%	47%[activator]	1.6%	0.1	16%	?	-8%	-14%

This is a random part of the collection; 4.3% or so of the library scored in one or more.
